Source: PubChem BioAssay (several laboratories)
Insulin prom up: MIN6 insulin promoter up-regulation. MIN6 insulin promoter-GFP reporter, high-content imaging; active compounds read high. z-score at 5 µM. 0.3% of 190,000 active. AID 1625;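 active = z-score above 3 at 5 µM with at least 500 cells counted in the well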
Autophagy mod: alters autophagy in cells; MEF GFP-LC3 puncta imaging; test concentration mostly 10 µM; calls only at 10 µM (by protocol); 0.98% of 190,000 active;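 active = percentage of spot-positive cells more than 3 SD above its plate mean, without a fluorescence outlier flag or 80% toxicity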;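 also: spot-positive cell cutoff set from DMSO-treated cells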
MT stabilizer: stabilizes microtubules in HeLa cells; HeLa tubulin immunostaining HCS, 24 h; share of cells brighter than vehicle mean+2SD; % tubulin-high responders, % at 10 µM; 0.83% of 200,000 active;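 active = plate Z-score above 3 for both tubulin-high and condensed-nucleus cell shares, with cell loss under 80%, at 10 µM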;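 also: anti alpha tubulin signal scored within the nucleus-defined area of each cell; some results filed as inactive read as strong as hits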
AID2073: disruptors of CaV2.2 binding to Mint1 – biochemical, HTRF (AID 2073). 0.19% of 290,000 active. inhibition, % at 20 µM; hits with a dose series show IC50 in µM. HTRF protein-protein interaction, Mint1-CaV2.2; higher % means a stronger effect; in the data active = inhibition mostly above about 51%, no sharp cut-off; also: some results filed as inactive read as strong as hits
WT yeast gro inh: growth inhibition of WT yeast, mitochondrial fusion screen. inhibition, % at 10 µM. mitochondrial fusion phenotypic screen, WT strain. AID 1362. 2.1% of 190,000 active; in the data active = inhibition above about 58%; tested in S. cerevisiae
Yfh1-depleted yeast: enhancers of respiration in Yfh1-depleted yeast, dose response, Friedreich's ataxia, plus single-dose screen (AID 1465) | S. cerevisiae Yfh1-off respiration, WST-1 reduction, 72 h; higher fold induction means a stronger effect | fold induction at 50 µM, or EC50 in µM where a hit was titrated | 0.074% of 220,000 active;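 active = fold induction of absorbance versus untreated yeast above a set limit, then at least 30% activation at any dose in follow-up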;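 also: activators that raise dye reduction in frataxin-depleted yeast; strong numbers were not always called active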
bCat nuc transl: alters nuclear translocation of beta-catenin in HeLa cells; AID 1665; 0.3% of 190,000 active; nuclear translocation activity, % at 5 µM; immunofluorescence imaging;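 active = nuclear translocation activity above 50% at 5 µM, with a well cell count of 50 or more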;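 also: per-cell ratio of nuclear to cytoplasmic median beta-catenin stain intensity; plate controls were DMSO negative control for no effect and GSK-3 inhibitor IX positive control for full effect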
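Read-out: Nuclear/cytoplasmic beta-catenin signal ratio, % activation | Assay system: Human HeLa cell line | Times: 24 h compound exposure at 37°C, 5% CO2 | Signal: Fluorescence imaging of beta-catenin antibody stain plus DAPI | Dosing: 5 µM primary, 0.02–20 µM confirmation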
Dynein cargo inh: blocks dynein driven cargo transport along microtubules | 3617.4 mouse cells, GR-EGFP nuclear translocation imaging; test concentration mostly 20 µM; stimulated with dexamethasone, 1 µM; active compounds read low | z-score, hits read low | 0.47% of 220,000 active | AID 1381;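 active = plate z-score of nuclear minus cytoplasmic receptor signal below a set negative limit, without overly bright fluorescence or cell loss, cut at about -3.5 in these data, passing the limit was not always enough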;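 also: z-score of nuclear minus cytoplasmic ring GR-EGFP intensity difference per well; some compounds called inactive have numbers as strong as hits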
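medium = tetracycline-free induction medium containing charcoal-stripped FBS | probe or stimulus = dexamethasone, 1.0 µM final | timing = 48 h induction, then 1 h compound, then 30 min agonist, 37 °C | detection = automated 10x imaging of fixed Hoechst-stained cells | read-out basis = nuclear versus cytoplasmic GR-EGFP signal, averaged per well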
HIV fusion peptide: cell-free HIV fusion peptide-binding blockers – biochemical, uHTS, fluorescence dequenching, primary screen (AID 1986) | cell-free peptide binding, fluorescence dequenching, 30 min; higher % means a stronger effect | inhibition, % at 20 µM, or IC50 in µM where a hit was titrated | 0.3% of 290,000 active; in the data active = inhibition mostly above about 52%, no sharp cut-off; inactive = mostly below about 76%; also: some results filed as inactive read as strong as hits
WT yeast gro inh mutant strain: recorded beside WT yeast gro inh, whose call it bears; inhibition, %; mitochondrial fusion phenotypic screen, mutant strain inhibition
Dynein cargo inh cytoplasmic EGFP: second read-out of Dynein cargo inh, no call of its own (marks repeat the call); z-score; measured here: cytoplasmic GR-EGFP intensity; active compounds read high
Dynein cargo inh nuclear GR-EGFP: also measured in Dynein cargo inh; calls as there; z-score; measured here: nuclear GR-EGFP intensity;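 lower value marks the stronger effect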
Dynein cargo inh cell count: also measured in Dynein cargo inh; calls as there; z-score; measured here: cell count per field
Insulin prom up cell count: second read-out of Insulin prom up, no call of its own (marks repeat the call); cell count; measured here: cytotoxicity, nuclei count;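 total cells summed across four imaged fields per well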
bCat nuc transl cell count 5 µM: second read-out of bCat nuc transl, no call of its own (marks repeat the call); cell count; measured here: cell count, cytotoxicity flag
MT stabilizer Hoechst-high %: also measured in MT stabilizer; calls as there; % Hoechst-high responders; measured here: nuclear condensation Hoechst responders;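 share of cells brighter than vehicle mean plus two SD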
MT stabilizer cytotoxicity %: further read-out of MT stabilizer, marked with its call; toxicity, %; measured here: cytotoxicity by cell density;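 0% = mean cell density of plate MIN control wells and 100% = no cells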
Autophagy mod cell loss 18 h: recorded beside Autophagy mod, whose call it bears; toxicity, %; measured here: cell loss, nuclei count;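 cell loss after 18 h compound exposure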
* = called active by the depositor; i = inactive; nt = no result given.

Molecule | Insulin prom up | Insulin prom up cell count | Autophagy mod | Autophagy mod cell loss 18 h | MT stabilizer | MT stabilizer Hoechst-high % | MT stabilizer cytotoxicity % | AID2073 | WT yeast gro inh | WT yeast gro inh mutant strain | Yfh1-depleted yeast | bCat nuc transl | bCat nuc transl cell count 5 µM | Dynein cargo inh | Dynein cargo inh cytoplasmic EGFP | Dynein cargo inh nuclear GR-EGFP | Dynein cargo inh cell count | HIV fusion peptide
COc1ccc(C(=O)NC(=S)Nc2ccc(N3CCN(C(C)=O)CC3)cc2)cc1[N+](=O)[O-] | 0.15 | 968 | nt | nt | nt | nt | nt | 0% | nt | nt | i | -1.1 | 1286 | 0.1 | -0.23 | 0.49 | 0.57 | -1.6%
CC(C)Sc1nc2c(cnn2-c2ccc(F)cc2)c(=O)[nH]1 | 0.02 | 1915 | i | 3 | 3.2 | 3.5 | 11 | 4% | 8 | 6 | i | -0.6 | 1008 | -0.98 | -0.15 | -0.57 | 0.59 | 1.0%
CC(=O)N1CCc2cc(S(=O)(=O)NCCC(=O)NC3CCN(Cc4ccccc4)CC3)ccc21 | -0.68 | 1309 | i | -9 | 3.6 | 2.5 | 8.8 | -1% | 5 | 3 | i | 0.4 | 1041 | 0.95 | -0.25 | 0.52 | 0.24 | 0.7%
COc1ccc(CNC(=S)Nc2ccc(S(N)(=O)=O)cc2)cc1 | 0.66 | 1502 | i | 18 | 4.2 | 1.1 | 16 | 1% | 1 | -9 | i | -0.1 | 1527 | -0.16 | 0.088 | 0.24 | 0.7 | -0.5%
O=C(O)CCCNCc1ccccc1F | 0.22 | 1296 | i | -2 | 6.0 | 3.2 | 5.9 | 4% | -17 | 9 | i | -1.1 | 943 | -0.8 | -0.2 | -0.17 | 0.18 | 0.2%
CCOc1ccc(C(C)=O)cc1N1C(=O)C2C(C1=O)C1C=CC2C12CC2 (stereo not drawn) | 1.1 | 1254 | i | -1 | 3.3 | 1.0 | 7.8 | 4% | -26 | -2 | i | -0.6 | 1330 | 0.4 | -0.24 | -0.71 | 0.32 | -6.4%
CCOC(=O)c1cc(-c2csc(Nc3ccccc3Cl)n2)on1 | -0.35 | 1384 | nt | nt | nt | nt | nt | 2% | nt | nt | i | -0.5 | 1210 | -0.33 | -0.29 | -0.18 | 0.29 | 1.7%
C=CCSC1=C(C#N)C(c2ccccc2Cl)C(C(=O)c2cccs2)C(O)(C(F)(F)F)N1 (stereo not drawn) | -0.43 | 1156 | i | -18 | 4.5 | 4.0 | 0.1 | -35% | 11 | 7 | i | 4.5 | 1044 | -0.26 | -0.2 | -0.037 | -0.091 | 2.5%
Cc1nnc2ccc(Oc3ccc(-c4ccccc4)cc3)nn12 | -1.4 | 779 | i | 2 | 4.5 | 3.5 | 7.8 | -3% | 7 | -4 | i | 2.7 | 773 | -0.85 | -0.21 | -0.22 | 0.43 | -1.2%
COc1cc(C2c3c(oc4ccc(Cl)cc4c3=O)C(=O)N2Cc2ccco2)cc(OC)c1OC (stereo not drawn) | 0.21 | 1204 | nt | nt | nt | nt | nt | 3% | nt | nt | nt | -1.6 | 1191 | nt | nt | nt | nt | 0.6%
CCOC(=O)COc1cc(O)c2c(=O)cc(-c3ccccc3)oc2c1 | 0.01 | 1516 | i | -1 | 5.0 | 1.7 | 5.3 | 26% | -5 | -8 | i | 0.1 | 1095 | 2.3 | -0.28 | 1.1 | -0.71 | 2.9%
O=c1cc(O)c2ccccc2n1Cc1ccccc1F | -0.93 | 1207 | i | 15 | 3.8 | 1.8 | 0.2 | 15% | 6 | -3 | i | -1.1 | 1008 | 0.42 | -0.25 | 0.3 | 0.52 | 0.5%
CCOc1c(N2CCCCC2)c(=O)c1=O | -0.46 | 1480 | i | 17 | 3.1 | 2.2 | 5.9 | -1% | -37 | -38 | i | -1.2 | 988 | -0.21 | 0.094 | 0.37 | 0.099 | 16%
CN(C(=O)CC(NC(=O)c1ccccc1)(c1ccccc1)c1ccccc1)c1ccccc1 | -0.92 | 1615 | i | -32 | 4.0 | 2.3 | 12 | -3% | -11 | -35 | i | -0.6 | 1352 | -0.17 | -0.0043 | 0.45 | 0.48 | 0.9%
O=C(Cn1nc(C(F)F)cc1C(F)F)NNC(=S)Nc1ccc(Cl)cc1 | -0.6 | 937 | i | -13 | 1.6 | 1.8 | 3.9 | -5% | -14 | -5 | i | -8.6 | 1261 | -1.1 | -0.22 | -0.28 | 1.3 | 4.3%

Six neighbouring records already listed:
Molecule | Insulin prom up | Insulin prom up cell count | Autophagy mod | Autophagy mod cell loss 18 h | MT stabilizer | MT stabilizer Hoechst-high % | MT stabilizer cytotoxicity % | AID2073 | WT yeast gro inh | WT yeast gro inh mutant strain | Yfh1-depleted yeast | bCat nuc transl | bCat nuc transl cell count 5 µM | Dynein cargo inh | Dynein cargo inh cytoplasmic EGFP | Dynein cargo inh nuclear GR-EGFP | Dynein cargo inh cell count | HIV fusion peptide
COc1cc(C2c3c(oc4ccc(Cl)cc4c3=O)C(=O)N2Cc2ccco2)cc(OC)c1OC (stereo not drawn) | 0.21 | 1204 | nt | nt | nt | nt | nt | 3% | nt | nt | nt | -1.6 | 1191 | nt | nt | nt | nt | 0.6%
CCOC(=O)COc1cc(O)c2c(=O)cc(-c3ccccc3)oc2c1 | 0.01 | 1516 | i | -1 | 5.0 | 1.7 | 5.3 | 26% | -5 | -8 | i | 0.1 | 1095 | 2.3 | -0.28 | 1.1 | -0.71 | 2.9%
O=c1cc(O)c2ccccc2n1Cc1ccccc1F | -0.93 | 1207 | i | 15 | 3.8 | 1.8 | 0.2 | 15% | 6 | -3 | i | -1.1 | 1008 | 0.42 | -0.25 | 0.3 | 0.52 | 0.5%
CCOc1c(N2CCCCC2)c(=O)c1=O | -0.46 | 1480 | i | 17 | 3.1 | 2.2 | 5.9 | -1% | -37 | -38 | i | -1.2 | 988 | -0.21 | 0.094 | 0.37 | 0.099 | 16%
CN(C(=O)CC(NC(=O)c1ccccc1)(c1ccccc1)c1ccccc1)c1ccccc1 | -0.92 | 1615 | i | -32 | 4.0 | 2.3 | 12 | -3% | -11 | -35 | i | -0.6 | 1352 | -0.17 | -0.0043 | 0.45 | 0.48 | 0.9%
O=C(Cn1nc(C(F)F)cc1C(F)F)NNC(=S)Nc1ccc(Cl)cc1 | -0.6 | 937 | i | -13 | 1.6 | 1.8 | 3.9 | -5% | -14 | -5 | i | -8.6 | 1261 | -1.1 | -0.22 | -0.28 | 1.3 | 4.3%

Later entries:
Molecule | Insulin prom up | Insulin prom up cell count | Autophagy mod | Autophagy mod cell loss 18 h | MT stabilizer | MT stabilizer Hoechst-high % | MT stabilizer cytotoxicity % | AID2073 | WT yeast gro inh | WT yeast gro inh mutant strain | Yfh1-depleted yeast | bCat nuc transl | bCat nuc transl cell count 5 µM | Dynein cargo inh | Dynein cargo inh cytoplasmic EGFP | Dynein cargo inh nuclear GR-EGFP | Dynein cargo inh cell count | HIV fusion peptide
CS(=O)(=O)N(CC(N)=O)Cc1ccc(Cl)cc1 | -0.61 | 1138 | i | 0 | 2.9 | 3.0 | 8.1 | 2% | 1 | 1 | i | nt | nt | 0.17 | -0.27 | 0.037 | 0.47 | 2.6%
CCOC(=O)N1CCC(NC(=O)c2cccn3c(=O)c4cc(Br)ccc4nc23)CC1 | -0.19 | 921 | i | -1 | 3.0 | 1.8 | 14 | 42% | -5 | 18 | i | -3.7 | 871 | -0.41 | -0.45 | -0.33 | 0.55 | 7.4%
COc1ccccc1OCCC(=O)Nc1nc(C)cs1 | 0.9 | 961 | nt | nt | nt | nt | nt | -10% | nt | nt | i | 0.1 | 1296 | -0.13 | -0.7 | -0.21 | -0.93 | 0.3%
N#Cc1ccsc1NC(=O)CN1CCN(c2ccccn2)CC1 | -2 | 856 | i | 19 | 1.1 | 1.7 | 5.0 | 2% | -4 | -1 | i | nt | nt | -1.4 | -0.002 | -0.46 | -0.024 | 2.2%
Cc1ccc(C(=O)N2NC(c3ccccc3F)C3C(=O)N(c4cccc(C)c4)C(=O)C32)cc1 (stereo not drawn) | 0.9 | 1204 | i | -11 | 4.7 | 2.3 | 6.0 | 7% | -5 | -20 | nt | 0.2 | 505 | 0.16 | 0.81 | 1.2 | -1 | 1.7%
C/C=C\C=C/C(=O)Nc1cccc(C2=NOC3(C2)C[C@@H](C(N)=O)N(C(=O)/C=C/CC)C3)c1 (stereo partly drawn) | 1.4 | 1049 | nt | nt | nt | nt | nt | 46% | nt | nt | i | -1.0 | 1146 | 0.7 | -0.68 | 0.61 | -0.89 | 1.6%
O=C(Nc1ccccc1C(=O)NCc1cccnc1)c1cccc([N+](=O)[O-])c1 | -0.73 | 1660 | i | 14 | 2.7 | 1.8 | 6.3 | -5% | 3 | 4 | i | 1.3 | 862 | -0.11 | -0.32 | 0.061 | 0.38 | -2.7%
N#Cc1ccccc1NC(=O)C1CC(=O)N(c2ccc3c4c(cccc24)CC3)C1 (stereo not drawn) | 0.11 | 1420 | i | 11 | 1.9 | 2.8 | 6.3 | 12% | -14 | -18 | i | -2.6 | 1133 | 0.58 | -0.24 | 0.87 | -0.6 | 0.0%
O=C(NCc1ccco1)c1sc2cc(F)ccc2c1Cl | nt | nt | i | 1 | 4.1 | 1.9 | 5.0 | 0% | 8 | 5 | i | -0.3 | 503 | -0.52 | -0.26 | -0.62 | 0.93 | 1.8%
COc1ccc(N(C)S(=O)(=O)c2cccc(C(=O)OC(C(=O)Nc3cc(C)cc(C)c3)c3ccccc3)c2)cc1 (stereo not drawn) | -0.54 | 1267 | i | 12 | 2.6 | 2.8 | 15 | 21% | -2 | -3 | i | nt | nt | -0.091 | -0.17 | 0.091 | -1.2 | -1.1%
CC(=O)c1cccc(NC(=O)c2ccoc2C)c1 | 1.4 | 1474 | i | -9 | 1.8 | 1.2 | 4.6 | 9% | -3 | -11 | i | -0.3 | 1497 | -0.61 | -0.32 | -0.25 | 0.079 | -1.2%
